D2 agonist = HTS Assay for Allosteric Agonists of the Human D2 Dopamine Receptor: Primary Screen for Agonists; D(2) dopamine receptor (Homo sapiens), P14416; HEK293 T-REx D2 cells, calcium flux agonist mode; activation, % at 2 µM; 340,000 compounds, 0.53% hits; AID 485358, 2010;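 active = activation over 3 SD above normal in the single-dose calcium agonist read, cut at about 30% in these data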; also: 0% is about no effect
Target sequence (P14416 whole entry, looked up): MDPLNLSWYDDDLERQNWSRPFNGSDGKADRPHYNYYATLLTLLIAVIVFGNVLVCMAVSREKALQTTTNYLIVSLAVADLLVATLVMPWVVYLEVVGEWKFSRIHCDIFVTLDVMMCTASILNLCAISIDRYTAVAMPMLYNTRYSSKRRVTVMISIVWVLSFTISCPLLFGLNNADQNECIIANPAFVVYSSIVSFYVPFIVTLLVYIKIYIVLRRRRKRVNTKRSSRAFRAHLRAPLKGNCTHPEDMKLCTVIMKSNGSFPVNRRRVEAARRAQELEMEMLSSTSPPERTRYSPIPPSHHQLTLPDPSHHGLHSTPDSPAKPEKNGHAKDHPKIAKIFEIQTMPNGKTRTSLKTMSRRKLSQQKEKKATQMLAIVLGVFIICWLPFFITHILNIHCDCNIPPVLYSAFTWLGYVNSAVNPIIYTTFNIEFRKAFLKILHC
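Agonism is scored from calcium flux in a force-coupled, inducible HEK293 cell line expressing D2, read kinetically for 180 s after compound addition against dopamine controls.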
RXFP1 antagonist = qHTS Assay for Antagonists of the Relaxin Receptor RXFP1; 350,000 compounds, 0.59% hits; HEK293-RXFP1, relaxin-stimulated cAMP HTRF, 30 min; stronger effect = lower value; AID 1259400, 2018; activity change, negative = inhibition, % at 57.5 µM;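 active = activity change of -60% or lower, but not beyond a set lower limit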; also: % is scaled to controls: 0 for no effect and ±100 for the full control effect
D2 antag = HTS Assay for Allosteric Antagonists of the Human D2 Dopamine Receptor: Primary Screen for Antagonists | inhibition, % at 10 µM | 340,000 compounds, 2% hits | D(2) dopamine receptor (Homo sapiens), P14416 | HEK293 TREx D2 cells, calcium flux, dopamine EC80; in the data active = inhibition above about 30%; also: 0% is about no effect
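Dopamine at EC80 is the agonist stimulus; test compounds precede it by 180 s. Calcium flux read kinetically in a force-coupled, inducible HEK293 T-REx D2 cell line.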
D1 antagonist = Antagonist of Human D 1 Dopamine Receptor: qHTS. HEK293 TREx D1 cells, calcium flux, dopamine EC80; stronger effect = lower value. activity change, negative = inhibition, % at 10 µM. AID 504652, 2011. 360,000 compounds, 3.2% hits; in the data active = activity change below about -30%; also: % is scaled to controls: 0 for no effect and ±100 for the full control effect
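Cells carrying a force-coupled, tetracycline-inducible human D1 receptor report calcium flux. Each well gets a 10 s baseline, compound with 180 s monitoring, then an EC80 dopamine stimulus with a second 180 s kinetic read.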
TRHR ag = qHTS for Small Molecule Agonists and Allosteric Enhancers of Human TRH Receptor: Primary Screen for Agonists. activation, % at 2 µM. Thyrotropin-releasing hormone receptor (Homo sapiens), P34981. TRHR cells, calcium flux fluo-8, FDSS agonist mode. 360,000 compounds, 0.18% hits. AID 493084, 2011; also: 0% is about no effect
Target sequence (P34981 whole entry, looked up): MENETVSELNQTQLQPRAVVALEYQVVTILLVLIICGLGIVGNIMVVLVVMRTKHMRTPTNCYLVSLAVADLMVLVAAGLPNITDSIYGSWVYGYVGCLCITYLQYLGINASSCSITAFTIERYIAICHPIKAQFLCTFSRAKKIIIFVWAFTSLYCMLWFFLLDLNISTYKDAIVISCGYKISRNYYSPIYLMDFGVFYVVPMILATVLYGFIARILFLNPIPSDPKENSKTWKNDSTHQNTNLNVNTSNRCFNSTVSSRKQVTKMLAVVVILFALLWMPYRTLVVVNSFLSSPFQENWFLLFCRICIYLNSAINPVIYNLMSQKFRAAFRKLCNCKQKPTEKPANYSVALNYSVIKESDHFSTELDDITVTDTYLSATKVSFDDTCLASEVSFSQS
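Steps: seed TRHR cells overnight; add fluo-8 no-wash Ca dye, RT 30 min–1.5 h; record 10 s baseline; pin-transfer compounds; monitor fluorescence 1 cycle/s for the agonist window. Calcium increases flag candidate agonists.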
D2 PAM = HTS Assay for Positive Allosteric Modulators of the Human D2 Dopamine Receptor: Primary Screen for Potentiators; D(2) dopamine receptor (Homo sapiens), P14416; HEK293 T-REx D2, calcium flux, EC20 dopamine potentiation; potentiation, % at 10 µM; 340,000 compounds, 0.34% hits; AID 485347, 2010;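 active = potentiation over 3 SD above the plate norm, cut at about 30% in these data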; also: 0% is about no effect
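Tetracycline-induced Hek293 Trex D2 cells, force-coupled to calcium, loaded with no-wash calcium dye. Compound added with 180 s kinetic read for agonism, then EC20 dopamine and a further 180 s read for potentiation.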
TRHR PAM = qHTS for Small Molecule Agonists and Allosteric Enhancers of Human TRH Receptor: Primary Screen for Enhancers. enhancement, % at 2 µM. 360,000 compounds, 0.66% hits. Thyrotropin-releasing hormone receptor (Homo sapiens), P34981. TRHR cells, fluo-8 calcium fluorescence, EC20 TRH enhancement; in the data active = enhancement above about 30%; also: 0% is about no effect
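TRHR-expressing cells loaded with fluo-8 calcium dye were read kinetically (ex 480/em 530) during compound addition, then stimulated with an EC20 of TRH (10 nM final). Enhancement of the Gq-mediated intracellular calcium response was scored.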
D1 potentiator = Potentiators of Human D1 Dopamine Receptor: qHTS | D(1A) dopamine receptor (Homo sapiens), P21728 | HEK293 TREx D1 cells, calcium flux, dopamine EC20 potentiation | potentiation, % at 10 µM | 360,000 compounds, 0.036% hits | AID 504651, 2011; in the data active = potentiation above about 30%; also: 0% is about no effect
D1 ag = Allosteric Agonists of the Human D1 Dopamine Receptor: qHTS; HEK293 T-REx D1 cells, calcium flux, agonist mode; activation, % at 2 µM; AID 504660, 2011; 360,000 compounds, 1% hits; D(1A) dopamine receptor (Homo sapiens), P21728; also: 0% is about no effect
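Inducible HEK293 T-REx D1 cells, force-coupled to calcium signalling, were plated at 4000 cells/well with tetracycline and held overnight at 30 C. After no-wash calcium dye loading, compound-evoked calcium rise over 180 s flagged agonists.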
* hit, by the source's call; . = not tested or not shown; & = joins results of further samples. Rule as the data show it, unless noted: active = activation above about 30%; inactive = the rest.

SMILES	D2 agonist	RXFP1 antagonist	D2 antag	D1 antagonist	TRHR ag	D2 PAM	TRHR PAM	D1 potentiator	D1 ag
Cc1ccc(NC(=S)/C(=C(\[O-])c2ccc(F)cc2)[n+]2ccccc2)cc1	0.6	-15	-6	1	0.1	-6	0	-2	1
CSc1nc(C)c(CCOCc2ccccc2)c(=O)[nH]1	-1.1	-11	-4	-1	0.2	2	0	0	1
COCCn1nnnc1C(c1ccc(OC)c(OC)c1)N1CCN(c2nc3ccccc3s2)CC1 (stereo not drawn)	1.8	-12	6	0	0.0	2	1	3	-1
Cc1ccc(S(=O)(=O)N2CCC(C(=O)OCC(=O)N(C)C3CCS(=O)(=O)C3)CC2)cc1C (stereo not drawn)	0.3	-8	3	1	-0.4	0	-1	-5	1
NS(=O)(=O)c1ccc(NC(=O)CN2C(=O)C3C4C=CC(C4)C3C2=O)cc1 (stereo not drawn)	1.7	-4	-14	.	0.4	5	0	9	-1
CC(C)(C)C(=O)Nc1cc(NC(=O)C(C)(C)C)cc(C(=O)NNC(=O)c2ccncc2)c1	-1.0	4	-1	3	0.6	10	-2	0	2
O=C(O)CCNC(=O)OCC1c2ccccc2-c2ccccc21	-0.3	9	-10	6	0.0	-8	8	-5	1
CCC1Oc2ccc(C)cc2N(CC(=O)NCCN2CCOCC2)C1=O (stereo not drawn)	0.6	11	4	14	0.3	14	-1	-3	-2
CCOC(=O)CNC(=O)C1c2ccccc2Oc2ccccc21	-1.1	5	2	12	0.3	-1	1	1	5
CCn1c(SCC(=O)NCc2ccc(C)cc2)nnc1-c1ccncc1	0.5	-20	0	7	0.2	4	-1	-1	2
COc1ccc(-c2noc(CSc3ccc(C)cc3)n2)cc1	0.9	-14	-14	-11	0.2	20	-2	1	2
Nc1cccc(-c2cn3cccnc3n2)c1	-0.6	-9	3	-30*	-0.4	-3	-4	5	4
CN(C)CCNC(=O)c1cc2sc3ccccc3c2s1	1.3	-22	12	-18	3.1	-36	3	-7	4
COc1cccc(NC(=O)C2CCCN(c3ncnc4c3nc3n4CCCCC3)C2)c1 (stereo not drawn)	60*	15	-18	28	-0.9	-16	4	0	0
Cc1nn(Cc2ccc(Br)cc2)c(C)c1NC(=O)c1nn(C)cc1Cl	-1.9	-17	-7	-39*	-0.6	9	31*	9	7
COc1cc2c(cc1OC)CN(C(=O)CCNC(=O)c1ccc(Br)cc1)CC2	-0.9	-10	2	4	0.2	-12	2	-6	0
O=C(C1CCN(Cc2nc(-c3ccc(Cl)cc3)no2)CC1)N1CCOCC1	2.3	1	-3	-12	0.3	-5	-1	-2	4
Cn1cnnc1SCC(=O)Nc1ccc(S(N)(=O)=O)cc1	.	4	-2	7	0.3	8	1	5	4
Cc1ccc(N(CC(=O)NC2CCCCC2)C(=O)CNC(=O)c2ccco2)c(C)c1	-0.1	-22	-11	2	0.9	21	4	1	1
COc1cc(Br)c(C(=O)c2nccc3cc(OC)c(OC)cc23)cc1OC	-0.7	-5	-15	-31*	-0.2	19	-2	-6	1
CCOc1ccc(NC(=O)C(=O)N/N=C\c2ccc(CNS(=O)(=O)c3ccccc3)o2)cc1	0.9	-14	-6	-7	1.1	11	24	5	3
Cc1ccc2c(c1)CC1(CN2C)C(=O)OC2(CCCCC2)OC1=O	.	-5	.	1	0.3	.	1	4	3
CN(C)CCN(C(=O)C1CCN(S(=O)(=O)c2cccs2)CC1)c1nc2c(F)cccc2s1	0.1	-7	23	1	0.0	-4	-3	-9	3
COCc1cc(C)nc(N2CCN(c3ccccc3)CC2)c1C#N	0.1	-16	0	-11	-0.3	8	2	-5	6
O=C(Nc1cccnc1)c1cccc(S(=O)(=O)N2CCc3ccccc32)c1	5.7	-8	-20	-16	-0.4	13	10	-4	10
COc1cccc(C2C(C#N)=C(N)Oc3cc(C)n(Cc4ccco4)c(=O)c32)c1 (stereo not drawn)	-0.2	3	-9	0	-0.2	-10	-3	-3	0
Cc1ccc2cc(CN(C(=O)c3ccco3)c3ccccc3)c(=O)[nH]c2c1	-0.8	-19	-16	13	-0.7	1	-4	-1	1
CCOc1ccc(NC(=O)CSc2oc(-c3ccccc3)nc2S(=O)(=O)c2ccc(Cl)cc2)cc1	.	-3	.	0	-0.4	19	3	0	-2
N/C(=N\OC(=O)CCC1CCCC1)c1ccccc1	.	1	.	2	0.3	-2	-2	-1	1
Cc1cccc(N2CCN(c3ccc4cc(S(=O)(=O)N5CCC(C)CC5)ccc4n3)CC2C)c1 (stereo not drawn)	0.0	3	.	7	-0.5	9	6	-3	2

4 compounds from above, limited to TRHR PAM, D1 potentiator and TRHR ag:
smiles | TRHR PAM | D1 potentiator | TRHR ag
CN(C)CCN(C(=O)C1CCN(S(=O)(=O)c2cccs2)CC1)c1nc2c(F)cccc2s1 | -3 | -9 | 0.0
Cc1ccc(N(CC(=O)NC2CCCCC2)C(=O)CNC(=O)c2ccco2)c(C)c1 | 4 | 1 | 0.9
CCOc1ccc(NC(=O)C(=O)N/N=C\c2ccc(CNS(=O)(=O)c3ccccc3)o2)cc1 | 24 | 5 | 1.1
Cc1cccc(N2CCN(c3ccc4cc(S(=O)(=O)N5CCC(C)CC5)ccc4n3)CC2C)c1 (stereo not drawn) | 6 | -3 | -0.5

Other records.
SMILES	D2 agonist	RXFP1 antagonist	D2 antag	D1 antagonist	TRHR ag	D2 PAM	TRHR PAM	D1 potentiator	D1 ag
COc1ccc(CNC(=O)c2cnc3sc(N4CCC(C)CC4)nn3c2=O)c(OC)c1	-0.5	-6	.	-11	-0.6	5	0	-2	6
COc1ccc(OC)c(S(=O)(=O)NCC(=O)O)c1	1.4	-1	-11	2	-0.5	-11	-4	1	4
CCNC(=S)N/N=C(\C)c1cccc([N+](=O)[O-])c1	-0.5	-4	-7	-6	-0.9	-11	-3	-4	0
CCn1cc(/C=N\NC(=O)c2csc3ccccc23)c(C)n1	0.5	-8	-2	1	-1.1	27	-2	-4	0
Cc1ccc(N2C(=O)N3[C@H](c4cccc(C)c4)[C@@H]4C(=O)N(Cc5ccccc5)C(=O)[C@@H]4[C@]3(C)C2=O)cc1	0.4	.	3	26	0.1	12	3	-6	4
CCCCNC(=O)c1ccc2c(c1)N(Cc1ccc(F)cc1)C(=O)c1ccccc1S2=O (stereo not drawn)	0.8	.	.	-12	0.3	3	-3	-4	4
COc1ccc(Nc2cc(C(=O)NCCCN(C)C3CCCCC3)c3ccccc3n2)c(OC)c1	0.0	-23	.	-14	3.4	-13	0	-2	34*
Cc1ccc2nc(SC(C(=O)c3ccccc3)c3ccccc3)nc(C)c2c1 (stereo not drawn)	0.9	-8	-1	5	-0.3	8	6	-6	5
Cc1ccc(-c2csc3ncnc(Oc4cccc5ccc(C)nc45)c23)cc1	13	10	14	-4	0.3	-4	-3	2	4
S=C(NCc1ccc(Cl)cc1)NCc1ccccn1	-0.5	-2	6	2	0.9	3	1	1	9
CC1(c2ccc(Cl)cc2)NC(=O)N(CC(=O)N2CCCC2)C1=O (stereo not drawn)	-1.8	-9	7	8	-0.8	9	4	-4	13
Cc1ccn2c(Nc3ccc4c(c3)OCCO4)c(-c3ccccc3O)nc2c1	0.1	8	.	0	0.5	-2	0	0	0
CCc1ccc(-c2nc(CS(=O)CC(=O)NC3CC3)c(C)o2)cc1 (stereo not drawn)	0.2	-1	-5	11	-0.9	12	1	0	0
COc1ccc(/C(N)=N/OC(=O)c2cccc([N+](=O)[O-])c2)cc1	-0.6	8	13	9	0.5	-4	-1	-6	1
CCC(=O)c1ccc(OCC(=O)NCC2(N3CCCCC3)CCCCC2)cc1	-0.1	-12	2	6	0.3	-3	1	-2	3
Cc1ccc(SC(C)C(=O)O/N=C(\N)c2ccncc2)cc1 (stereo not drawn)	0.9	-1	6	-15	3.8	17	-2	-5	8
COc1ccc(OC)c(NC(=O)CCn2cnnn2)c1	-0.3	.	.	-2	1.5	-4	0	0	-1
CC(=O)Nc1ccc(NS(=O)(=O)c2cc(Br)cc3c2N(C(=O)C2CC2)CC3)cc1	-0.7	.	.	4	0.0	1	-2	1	0
COC(=O)c1ccccc1NC(=O)CN(Cc1ccccc1)S(C)(=O)=O	3.6	7	4	-6	0.7	10	19	-2	2
CNC(=O)/C(C#N)=C/c1c(F)cccc1Cl	-0.7	5	-24	9	-0.1	-1	1	-1	3
Cc1cccc(NC(=O)CNC(=O)CCc2nc3sc4c(c3c(=O)[nH]2)CCCC4)c1C	0.9	-13	-10	13	1.2	-1	2	0	5
CCn1c(Oc2ccccc2C)nc2c1c(=O)n(C)c(=O)n2C	-0.3	-4	1	-4	-2.0	4	-3	3	4
Cc1cc(C)c(S(=O)(=O)N2CCN(C(=O)CCn3nc(C)c(C)c3C)CC2)c(C)c1	0.3	4	-23	5	0.2	-1	23	-4	0
COc1cc(C(CCN2CCCC2)c2c(OC)cc(OC)c3c(-c4ccccc4)cc(=O)oc23)cc(OC)c1OC (stereo not drawn)	-0.5	.	-13	5	0.5	-5	-2	0	9
N#Cc1ccccc1Cn1c(=O)n(CCC(=O)NCc2ccco2)c(=O)c2ccccc21	-1.5	-17	8	-3	-0.5	9	-1	-4	1
CCn1c2ccccc2c2nnc(SCCN3CCCCC3)nc21	0.2&0.1	-1&17	-3	-16&-1	-0.1&-1.2	-7&-13	-8&3	-5&-4	1&-2
Cc1ccc(Cl)cc1NC(=O)Cn1c(=O)n(CCC(=O)NCc2ccc3c(c2)OCO3)c(=O)c2sccc21	0.9	4	.	-17	1.3	-1	9	1	4
O=C(COC(=O)Cc1c[nH]c2ccccc12)NC1CCCCC1	0.9	-3	-21	7	0.0	-1	0	-7	3
COC(=O)c1ccc(OCC2c3cc(OC)c(OC)cc3CCN2C(=O)c2ccc(OC)cc2)cc1 (stereo not drawn)	.	.	.	-14	0.4	12	4	1	3
CCOC1(c2ccccc2)CC1C(=O)N/N=C/c1cccc([N+](=O)[O-])c1 (stereo not drawn)	-0.1	5	-3	-12	-0.1	-4	-2	-4	0

Exported with values under each structure: part of the list above
Screens in order: D2 agonist | RXFP1 antagonist | D2 antag | D1 antagonist | TRHR ag | D2 PAM | TRHR PAM | D1 potentiator | D1 ag
> COC(=O)c1ccccc1NC(=O)CN(Cc1ccccc1)S(C)(=O)=O
  3.6 | 7 | 4 | -6 | 0.7 | 10 | 19 | -2 | 2
> CNC(=O)/C(C#N)=C/c1c(F)cccc1Cl
  -0.7 | 5 | -24 | 9 | -0.1 | -1 | 1 | -1 | 3
> Cc1cccc(NC(=O)CNC(=O)CCc2nc3sc4c(c3c(=O)[nH]2)CCCC4)c1C
  0.9 | -13 | -10 | 13 | 1.2 | -1 | 2 | 0 | 5

Assay outcomes (PubChem BioAssay)
